Assay outcomes: PubChem BioAssay, The Scripps Research Institute Molecular Screening Center
M1 ag parental: M1 agonist counterscreen hit in parental CHO-K1 cells; hit rate 0.48% among 360,000; activation, % at 3 µM; Fluo-8 calcium fluorescence; scaled to maximal ATP response, vehicle zero; in the data active = activation above about 15%;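 note: untransfected CHO-K1 host cells lacking M1 receptor as counterscreen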
GPR7 antagonist: human neuropeptides B/W receptor 1 antagonism; P48145; GPR7-expressing cells, fluorescence antagonist assay; inhibition, % at 4.4 µM; hit rate 1.1% among 290,000; AID 1861; in the data active = inhibition above about 16%, passing the limit was not always enough;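 note: cells stimulated with the agonist NPW; 0% = agonist with vehicle and 100% = vehicle without agonist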
Target sequence (P48145 whole entry, looked up): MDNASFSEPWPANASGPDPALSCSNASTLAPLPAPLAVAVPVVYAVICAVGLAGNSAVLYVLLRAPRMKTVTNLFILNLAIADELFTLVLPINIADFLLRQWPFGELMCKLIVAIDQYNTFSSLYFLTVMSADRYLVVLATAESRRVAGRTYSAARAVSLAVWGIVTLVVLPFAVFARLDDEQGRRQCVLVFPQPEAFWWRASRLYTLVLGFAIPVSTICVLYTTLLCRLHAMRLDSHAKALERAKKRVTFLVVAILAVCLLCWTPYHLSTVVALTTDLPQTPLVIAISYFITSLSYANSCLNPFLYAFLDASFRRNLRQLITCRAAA
OXTR agonist: agonists of human oxytocin receptor; P30559; CHO-OTR cells, Fluo-8 calcium fluorescence; normalized: DMSO 0%, oxytocin 100%; activation, % at 3 µM; hit rate 0.32% among 320,000;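 active = activation above the mean of all tested compounds plus 3 SD, cutoff set per screening run, cut at about 20% in these data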;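 note: peak over basal fluorescence ratio from a 100 s FLIPR kinetic read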
CHO-K1 Ca antag: M1 antagonist counterscreen hit in parental CHO-K1 cells; ATP-induced calcium, Fluo-8 fluorescence; inhibition, % at 3 µM; hit rate 0.6% among 360,000; AID 602250;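 active = inhibition above a per-plate cutoff, the plate's mean sample inhibition plus 3 SD, cut at about 24% in these data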;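 note: 0% = DMSO plus EC80 ATP and 100% = DMSO alone without ATP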
TAAR1 antagonist: antagonists of human TAAR1; inhibition, % at 3 µM; CHO RD-HGA16 TAAR1, Fluo-8 calcium fluorescence, antagonist; hit rate 1.5% among 360,000; Q96RJ0;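 active = inhibition above a per-plate cutoff, the mean inhibition of test compounds on that plate plus 3 SD, cut at about 49% in these data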;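 note: 0% = DMSO plus EC80 beta-PEA response and 100% = DMSO alone without agonist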
Target sequence (Q96RJ0 whole entry, looked up): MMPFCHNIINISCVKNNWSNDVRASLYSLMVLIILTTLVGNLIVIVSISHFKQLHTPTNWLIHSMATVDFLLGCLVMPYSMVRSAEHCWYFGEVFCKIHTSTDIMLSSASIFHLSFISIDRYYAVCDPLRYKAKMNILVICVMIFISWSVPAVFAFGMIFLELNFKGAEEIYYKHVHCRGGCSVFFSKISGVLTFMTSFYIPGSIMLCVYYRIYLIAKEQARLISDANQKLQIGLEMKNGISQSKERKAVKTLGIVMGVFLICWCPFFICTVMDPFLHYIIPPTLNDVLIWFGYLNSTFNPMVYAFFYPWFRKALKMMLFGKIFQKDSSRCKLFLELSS
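Test system: RD-HGA16 CHO cells with stable hTAAR1 and Gα16 / Probe or stimulus: EC80 β-phenethylamine stimulus / Times: seeding 17-24 h prior, 75-min 37 °C, 30-min RT dye loading / Detection: Fluo-8 calcium-sensitive fluorescence / Read-out basis: % inhibition scaled between DMSO and EC80 PEA controls / Repeats: singlicate, one well per test compound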
V1R ag counter: V1a receptor agonism, counter-screen for OXTR agonists; P37288; CHO-V1R cells, Fluo-8 calcium fluorescence, agonist mode; 0% DMSO, 100% 3 nM vasopressin; activation, % at 3 µM; hit rate 0.25% among 320,000;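 active = activation above the mean activation of all tested compounds plus 3 SD, per screening run, cut at about 20% in these data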;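 note: signal is peak over basal fluorescence ratio across a 100 second FLIPR read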
CHO-K1 Ca PAM: M1 PAM counterscreen hit in parental CHO-K1 cells; ATP EC20, Fluo-8 calcium fluorescence; 0% at ATP EC20, 100% at ATP max; activation, % at 3 µM; hit rate 0.02% among 360,000; AID 602247;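 active = activation above the run cutoff, the mean activation of all test compounds plus 3 SD, cut at about 40% in these data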;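 note: peak over basal fluorescence ratio in a 140 s read after ATP addition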
OXTR potentiator: potentiates the human oxytocin receptor response; activation, % at 3 µM; P30559; CHO-OTR cells, Fluo-8 calcium fluorescence, potentiator mode; 0% = oxytocin EC15, 100% = EC100; hit rate 0.061% among 320,000; AID 2445;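 active = activation above that plate's cutoff, the mean activation of tested compounds plus 3 SD, cut at about 6.6% in these data, passing the limit was not always enough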;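 note: 100% uses oxytocin at 75 nM as the full agonist control; some results filed as inactive read as strong as hits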
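test system = CHO-OTR cells, human receptor | compound = single-point 3.0 µM | schedule = 6 min compound pre-incubation at room temperature, 100 s kinetic read | signal = Fluo-8 no-wash calcium dye fluorescence, excitation 470-495 nm, emission 515-575 nm | repeats = single well per compound, singlicate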
CHO parental Ca: counter-screen: ATP calcium response change in parental CHO cells; AID 463079; parental CHO-K1, ATP-induced calcium, Fluo-8 fluorescence; inhibition, % at 5.6 µM; hit rate 0.63% among 330,000;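 active = inhibition above that plate's mean sample inhibition plus 3 SD, cut at about 26% in these data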;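 note: 0% = ATP-challenged DMSO wells and 100% = DMSO wells without ATP; some compounds past the cut are filed as inactive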
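Material: parental CHO cells / Compound: single nominal dose of 5.6 µM per compound / Signal: Fluo-8 fluorescence / Replicates: singlicate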
* = called active by the depositor; x = not tested or not shown.

SMILES	M1 ag parental	GPR7 antagonist	OXTR agonist	CHO-K1 Ca antag	TAAR1 antagonist	V1R ag counter	CHO-K1 Ca PAM	OXTR potentiator	CHO parental Ca
CN(C)N1C(N)=C(C#N)C(c2ccccc2Cl)C2=C1CCCC2=O (stereo not drawn)	4.2	-3	-0.9	-5	19	16	6	-5	3
O=C(NCCN1CCCC1)c1ccc(Cl)cc1Cl	0.1	-10	0.7	-11	-12	-1.2	21	-14	-8
CCOC(=O)C(C)n1cnc2scc(-c3ccc(C)c(C)c3)c2c1=O (stereo not drawn)	-0.3	-17	-1.7	15	7	-0.4	-18	-3	-26
Cc1nc2c(C)cccn2c1/C(O)=C1\C(=O)C(=O)N(CCN(C)C)C1c1cccs1 (stereo not drawn)	0.6	x	x	-16	-27	x	24	x	x
COc1ccccc1CN=Cc1[nH]c2ccc(Br)c(Cl)c2c1O	0.4	8	0.6	7	-4	1.4	11	-14	-23
COCCn1c(=NC(=O)c2cccs2)sc2cc(NC(C)=O)ccc21	0.3	-8	0.4	-7	4	-0.3	22	7	3
Cc1nc(=S)n(-c2ccccc2)[nH]1	5.0	-8	-0.2	3	10	1.0	10	1	-8
Cc1cc(C)cc(NC(=O)CCNS(=O)(=O)c2ccc3c(c2)oc(=O)n3C)c1	0.3	-4	0.6	-12	8	0.3	11	0	-1
CC(C)SCc1cc(N2CCCC2)nc(-c2ccccc2)n1	1.7	-9	-1.0	-14	-23	-0.8	23	8	-21
CCSc1nnc(NC(=O)c2nc(-c3ccccc3)n(-c3ccccc3)n2)s1	0.1	-8	-1.7	-10	-4	0.1	15	-10	-21
CC1CC1C(=O)OCC(=O)Nc1cccc(S(=O)(=O)NC2=NCCCCC2)c1 (stereo not drawn)	-0.1	2	-0.4	-7	-3	-0.6	-12	4	-20
O=C(NCCc1ccccc1)c1cc(-c2ccco2)on1	0.2	3	-1.7	4	-13	0.1	-2	-5	28
Cc1noc(C)c1COC(=O)c1cc(C)n(-c2ccccc2)c1C	2.0	13	0.5	3	17	1.8	9	-22	-5
COc1ccccc1C(=O)Nc1ccc(S(=O)(=O)Nc2cc(C)nc(C)n2)cc1	0.6	11	0.1	-23	-1	0.3	25	-3	-9
COc1cccc(N2CC(C(=O)Nc3nnc(SCC(=O)Nc4cc(C)on4)s3)CC2=O)c1 (stereo not drawn)	1.2	-16	-0.4	-19	-28	-0.4	13	-16	-8
C=CCNC(=O)/C(C#N)=C/c1ccccc1OCc1ccc(C(=O)OC)cc1	8.5	9	-1.2	10	49*	-0.5	2	-8	-13
CN1C(=O)C(O)(CC(=O)/C=C\c2ccc3c(c2)OCO3)c2ccccc21 (stereo not drawn)	1.7	-5	1.9	-6	4	1.8	16	-13	-7
CN(C)Cc1c(C(=O)N/N=C/c2cccc(OCc3c(F)cccc3Cl)c2)nnn1-c1nonc1N	0.5	3	2.1	-11	-23	1.6	-6	-7	-5
CC1CCC(NC(=O)CCS(=O)(=O)c2ccc3c(c2)NC(=O)C(C)S3)CC1 (stereo not drawn)	6.8	-8	3.9	5	2	6.4	-18	-6	-18
CN1C[C@H]2CON(C)[C@H]2C[C@H]1c1cccc(N2CCOCC2)c1	0.2	x	x	-14	-15	x	6	x	x
Cc1ccc(CNc2nc(C)cs2)cc1	-0.6	2	-1.8	10	-3	-0.2	0	-6	5
O=C(COc1ccc(Br)cc1)N(Cc1ccccc1)c1ccccn1	0.9	-7	-2.5	3	-3	5.9	15	-8	-7
COc1cccc(-c2sc3ccc(OC)cc3c2-c2ccc(OCCN(C)C)cc2)c1	0.5	x	6.2	0	51*	6.4	-5	-4	23
C/C(=N\NC(=O)c1cc(-c2cccs2)nc2ccccc12)c1ccccn1	1.4	-16	0.6	-1	32	0.5	25	-1	-26
COCCn1c(SCC#N)nnc1-c1ccccc1	0.3	2	-0.4	-15	0	0.9	8	0	-5
CCCCC#Cc1cncc(C(=O)NN)c1	19*	-15	-1.1	-2	-23	-0.5	12	-1	-22
CC(=O)c1c(C)[nH]c(C(=O)OCC(=O)Nc2c(C)n(C)n(-c3ccccc3)c2=O)c1C	0.7	x	x	2	-14	x	22	x	x
CC(c1nc2ccccc2c(=O)[nH]1)N1CCOCC1 (stereo not drawn)	0.5	-18	1.3	5	-11	0.5	-7	2	0
O=c1c(Cl)c(NCc2ccccc2Cl)cnn1C12CC3CC(CC(C3)C1)C2	0.3	-2	2.5	-5	-12	1.6	17	7	-7
CN(Cc1ccco1)C(=O)C1CCC(=O)N(CCc2cccc(F)c2)C1 (stereo not drawn)	0.1	13	5.3	8	-8	4.4	-10	-8	0
CCN(CC)C(=O)CSc1nnc(-c2cccnc2)n1CCc1ccccc1	0.1	4	-0.7	-12	15	-0.9	13	-1	4
CC(=O)N/C(=C/c1ccc(OS(=O)(=O)c2ccc(C)cc2)cc1)C(=O)NCCCO	0.7	-6	-0.2	-3	-27	0.7	10	-5	-9
O=[N+]([O-])c1ccc(/C=N/n2c(-c3cccnc3)n[nH]c2=S)cc1	0.3	-3	-0.5	-3	-2	0.6	20	-4	-4
COc1ccc2[nH]cc(C(=O)CN3CCN(C(=O)c4ccco4)CC3)c2c1	0.5	2	-0.2	-6	-18	1.1	11	-6	-13
COc1cccc(-c2cnc(C(O)c3cc(C)cc(C)c3)[nH]2)c1 (stereo not drawn)	1.6	x	x	-5	1	x	-1	x	x
c1ccc2c(c1)COc1c3cc4c(cc3nn1-2)OCO4	0.3	x	x	-7	-16	x	-4	x	x
COc1cccc(N=Nc2c(C)[nH]n(-c3ccccc3)c2=O)c1	0.0	-39	-1.3	1	-6	-0.4	15	-10	-7
Cn1cnc([N+](=O)[O-])c1Sc1ccc(Br)cc1	0.3	-3	4.9	2	-11	5.0	-6	-12	9
OC(c1ccc(F)c(F)c1)c1nc(-c2cccc3cccnc23)cs1 (stereo not drawn)	0.4	x	x	-1	-3	x	15	x	x
CCOC(=O)CNC(=O)/C=C/c1ccc2c(c1)OCO2	0.0	-19	-1.3	4	-3	0.3	-10	-13	0

Random excerpt: four entries already listed
SMILES	M1 ag parental	GPR7 antagonist	OXTR agonist	CHO-K1 Ca antag	TAAR1 antagonist	V1R ag counter	CHO-K1 Ca PAM	OXTR potentiator	CHO parental Ca
Cc1noc(C)c1COC(=O)c1cc(C)n(-c2ccccc2)c1C	2.0	13	0.5	3	17	1.8	9	-22	-5
CC(=O)N/C(=C/c1ccc(OS(=O)(=O)c2ccc(C)cc2)cc1)C(=O)NCCCO	0.7	-6	-0.2	-3	-27	0.7	10	-5	-9
COc1ccc2[nH]cc(C(=O)CN3CCN(C(=O)c4ccco4)CC3)c2c1	0.5	2	-0.2	-6	-18	1.1	11	-6	-13
O=C(NCCN1CCCC1)c1ccc(Cl)cc1Cl	0.1	-10	0.7	-11	-12	-1.2	21	-14	-8

Back to the main list; the six compounds before the break are reprinted first.
SMILES	M1 ag parental	GPR7 antagonist	OXTR agonist	CHO-K1 Ca antag	TAAR1 antagonist	V1R ag counter	CHO-K1 Ca PAM	OXTR potentiator	CHO parental Ca
COc1cccc(-c2cnc(C(O)c3cc(C)cc(C)c3)[nH]2)c1 (stereo not drawn)	1.6	x	x	-5	1	x	-1	x	x
c1ccc2c(c1)COc1c3cc4c(cc3nn1-2)OCO4	0.3	x	x	-7	-16	x	-4	x	x
COc1cccc(N=Nc2c(C)[nH]n(-c3ccccc3)c2=O)c1	0.0	-39	-1.3	1	-6	-0.4	15	-10	-7
Cn1cnc([N+](=O)[O-])c1Sc1ccc(Br)cc1	0.3	-3	4.9	2	-11	5.0	-6	-12	9
OC(c1ccc(F)c(F)c1)c1nc(-c2cccc3cccnc23)cs1 (stereo not drawn)	0.4	x	x	-1	-3	x	15	x	x
CCOC(=O)CNC(=O)/C=C/c1ccc2c(c1)OCO2	0.0	-19	-1.3	4	-3	0.3	-10	-13	0
Cc1ccc2cc3c(nc2c1)N(Cc1ccco1)CC3	6.4	-6	5.3	-2	15	2.3	12	-13	-21
C#CCOCCOCCOCCNc1nc(N2CCN(C(=O)Cn3cc(CCO)nn3)CC2)nc(N2CCN(C(=O)Cn3cc(CCO)nn3)CC2)n1	0.3	x	x	-11	-4	x	17	x	x
CC(OC(=O)c1cccs1)C(=O)NCc1ccccc1 (stereo not drawn)	-0.1	-8	-0.6	3	-6	0.6	-7	-10	-12
CCCCNC(=O)Cn1cnc2c(cnn2-c2ccc(C)cc2)c1=O	0.5	-16	-0.5	-18	-14	0.1	22	-7	3
Cc1nn(CC(=O)N2CCC(C)CC2)c(=O)c2nn(-c3ccccc3)c(C)c12	0.5	0	-0.9	-19	-17	-0.2	-1	7	-9
CN(CC(=O)Nc1ccc2c(c1)OCCO2)CC(=O)Nc1ccc(F)c(F)c1F	-0.5	x	-1.0	-11	-27	0.1	20	-1	-10
